Assay outcomes (PubChem BioAssay)
KCNH2 WT inh – inhibitors of human wildtype KCNH2 potassium channel | AID 720551 | activity change, % at 1.84 µM | Q12809 | U2OS, BacMam KCNH2, thallium flux FluxOr; hits give low values | 0.37% of 340,000 active;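 active means maximum activity change below -70%; inconclusive means maximum activity change between -70% and -50%; inactive means maximum activity change above -50%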; further: on the % scale 0 is the no-effect control and ±100 the full control effect
Target sequence (Q12809 whole entry, looked up): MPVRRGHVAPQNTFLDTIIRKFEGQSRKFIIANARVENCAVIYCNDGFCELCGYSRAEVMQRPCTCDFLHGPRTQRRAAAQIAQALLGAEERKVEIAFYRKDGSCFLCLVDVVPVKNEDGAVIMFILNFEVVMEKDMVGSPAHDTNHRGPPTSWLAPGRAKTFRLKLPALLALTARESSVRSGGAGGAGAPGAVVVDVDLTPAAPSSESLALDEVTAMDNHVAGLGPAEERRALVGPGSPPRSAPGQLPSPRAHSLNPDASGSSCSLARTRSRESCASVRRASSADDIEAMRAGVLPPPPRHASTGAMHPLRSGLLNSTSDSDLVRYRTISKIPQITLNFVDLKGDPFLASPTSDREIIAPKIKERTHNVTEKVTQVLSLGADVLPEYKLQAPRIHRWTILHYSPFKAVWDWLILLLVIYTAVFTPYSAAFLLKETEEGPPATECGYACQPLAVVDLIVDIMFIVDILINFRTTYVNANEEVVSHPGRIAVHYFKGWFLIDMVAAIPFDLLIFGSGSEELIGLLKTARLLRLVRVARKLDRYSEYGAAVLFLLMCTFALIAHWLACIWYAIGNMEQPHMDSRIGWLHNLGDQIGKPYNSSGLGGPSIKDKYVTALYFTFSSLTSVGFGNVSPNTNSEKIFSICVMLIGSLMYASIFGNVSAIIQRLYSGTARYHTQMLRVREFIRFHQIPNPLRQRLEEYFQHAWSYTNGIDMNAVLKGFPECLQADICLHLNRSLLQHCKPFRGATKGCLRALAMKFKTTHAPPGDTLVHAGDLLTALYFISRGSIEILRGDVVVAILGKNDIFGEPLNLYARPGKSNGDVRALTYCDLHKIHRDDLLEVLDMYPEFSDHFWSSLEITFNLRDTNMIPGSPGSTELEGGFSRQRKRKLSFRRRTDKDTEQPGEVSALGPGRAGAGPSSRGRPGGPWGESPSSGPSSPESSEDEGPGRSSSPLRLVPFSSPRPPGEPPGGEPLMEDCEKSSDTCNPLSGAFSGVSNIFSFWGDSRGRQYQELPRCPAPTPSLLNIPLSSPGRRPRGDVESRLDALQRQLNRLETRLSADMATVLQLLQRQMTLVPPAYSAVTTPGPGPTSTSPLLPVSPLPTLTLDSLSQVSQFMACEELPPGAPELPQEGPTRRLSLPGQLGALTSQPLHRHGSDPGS
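U2OS cells were transduced with wild-type KCNH2 virus (2.03 x 10^8 / mL) for 4 h at room temperature, then cultured overnight at 37 C. Thallium flux was read with FluxOr dye. Rate constants were normalized to DMSO controls.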
KCNH2 3.1 block – blocks the human KCNH2 3.1 channel isoform; activity change, % (tested at about 1.8 µM); U2OS KCNH2 3.1, thallium flux FluxOr; hits give low values; 0.95% of 340,000 active;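 active means maximum activity change below -70%; inconclusive means maximum activity change from -70% to -50%; inactive means maximum activity change above -50%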;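 further: thallium influx rate constant from kinetic fluorescence after stimulation buffer; on the % scale 0 is the no-effect control and ±100 the full control effect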
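Normalized rate constant (relative to positive and negative DMSO controls) derived from a 2 min kinetic fluorescence read after stimulation; U2OS cells expressing the 3.1 isoform via virus at 1.77 x 10^8 /mL.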
PKM2 act – increases activity of human pyruvate kinase M2; 0.34% of 260,000 active; Potency, µM (series often up to 57.5 µM), for inactives: at the highest dose activation, usual class: activators; purified PKM2, Kinase-Glo ATP luminescence, activation; response scale: 0% is enzyme alone, no compound; further: potency means the concentration at half of the fitted maximal effect; on the % scale 0 is the no-effect control and ±100 the full control effect; nearly all actives have a fitted effect of over 55% in size
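Purified hPK-M2 (>95% pure) converted ADP (0.1 mM final) to ATP with 0.5 mM PEP in 50 mM imidazole pH7.2, KCl, MgCl2, Tween 20, BSA; 1 h at room temperature. ATP detected by Kinase-Glo luminescence.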
Giardia killer – Giardia lamblia killing; Giardia lamblia trophozoite viability; activity change, % at 7.66 µM, hits read low; AID 540267; 0.15% of 340,000 active; in the data active means activity change below about -80%; inconclusive means between about -30% and that limit;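 further: parasites exposed to compound for two days anaerobically before the ATP read; on the % scale 0 is the no-effect control and ±100 the full control effect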
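Media and compound were dispensed first, then trophozoites at 100 cells/well; plates sat 48 hrs at 37 deg C without oxygen before ATP luminescence reagent was added and read after 15-30 min at room temperature.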
TRPV1 ag – activates the human vanilloid receptor TRPV1 | Q8NER1 | TRPV1-expressing cells, Fluo-8 calcium influx, agonist mode | activation, % at 8.33 µM | 0.19% of 320,000 active; in the data active means activation above about 80%; inconclusive means between about 30% and that limit; further: 0% is about no effect
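Cells expressing TRPV1 were dye-loaded with Fluo-8 and read kinetically: 10 s baseline, 3 min after compound (agonist portion), then 2 min after EC20 capsaicin (allosteric enhancer portion). Calcium-bound dye fluorescence at 480/520 nm.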
FBPA coupling cs – inhibits coupling enzyme system, counter-screen for aldolase hits; coupling enzyme system counterscreen, AmpLite Red fluorescence; activity change, negative = inhibition, % at 58.2 µM, hits read low; 0.67% of 290,000 active; AID 2472; in the data active means activity change below about -30%; further: on the % scale 0 is the no-effect control and ±100 the full control effect
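Activity here indicates interference with the coupling reaction, not aldolase inhibition. Compounds at 57.5 uM final met coupling enzymes for 10 min at RT; substrate and AmpLite Red detection followed, with a 525/598 nm fluorescence read after 20 min.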
B2AR arrestin – beta2AR (human) beta-arrestin recruitment activity; beta-arrestin recruitment to beta2AR, cell-based reporter; Potency, µM (series often up to 46.1 µM), without a hit: at the highest dose activation, usual class: activators; 0.02% of 330,000 active; AID 492947;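 further: potency means the concentration at half of the fitted maximal effect; 0% = DMSO controls and full agonism = EC100 isoproterenol or metaproterenol; nearly all actives have a fitted effect of over 65% in size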
MLL CXXC-DNA inh – inhibitors of human MLL CXXC domain-DNA interaction | Q03164 | MLL-CXXC / FITC-HOXA9 DNA fluorescence polarization | Potency, µM (series often up to 115 µM), for the others: at the top dose activity change, negative = inhibition, most hits filed as inhibitors | 0.037% of 290,000 active; active means well fitted inhibition curve with a large enough effect in the polarisation, with a control signal flat, not every such curve was filed as active; inconclusive means small, poorly fitted or top-dose-only effect, or effect the other way, or a change in a side signal; inactive means no such curve, though single readings can be large or run the other way; the % refers to the polarisation; further: potency means the concentration at half of the fitted maximal effect
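Fluorescence polarization: 7 uM MLL-CXXC (stock) preincubated 5 min with compounds, then 50 nM fluorescein-HOX-A9 DNA (stock) added; 30 min ambient. Buffer 50 mM Tris-HCl pH 7.5, 50 mM NaCl, 1 mM DTT, 0.05% BSA.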
Menin MLL FP TR – menin-MLL binding inhibition, Texas Red mutant peptide. O00255. Menin + Texas Red MLL mutant peptide, fluorescence polarization. Potency, µM (doses to about 61.6 µM), for the others: at the highest dose FP activity change, negative = inhibition, actives largely listed as inhibitors. 0.23% of 270,000 active; active means well fitted inhibition curve with a large enough effect in the polarisation, with a control signal flat, not every such curve was filed as active; inconclusive means small, poorly fitted or top-dose-only effect, or effect the other way, or a change in a side signal; inactive means no such curve, though single readings can be large or run the other way; the % refers to the polarisation; further: potency means the concentration at half of the fitted maximal effect; % of control where 0% means no effect; many of its hits are not listed in these tables
GALK inhibitor – galactokinase (human) inhibition | Potency, µM (highest dose often 57.5 µM), inactives show at the top dose activity change, negative = inhibition, usual class: inhibitors | Purified GALK, Kinase-Glo residual ATP luminescence | 0.007% of 270,000 active | P51570 | AID 1868; further: potency means the concentration at half of the fitted maximal effect; on the % scale 0 is the no-effect control and ±100 the full control effect
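Human GALK (5 nM) with 35 uM ATP and 100 uM galactose in 20 mM HEPES pH 8.0, 5 mM MgCl2, 60 mM NaCl, 1 mM DTT, 0.01% BSA. After 1 h at room temperature, leftover ATP was read by Kinase-Glo Plus luminescence.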
USP2a block – blocks human ubiquitin-specific protease USP2a. 0.01% of 330,000 active. USP2 core, Ub-CHOP2 coupled fluorogenic reporter, 485/531. Potency, µM (doses to about 38.3 µM), without a hit: top-dose activity change, negative = inhibition, usual class: inhibitors. AID 463254;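 further: potency means the concentration at half of the fitted maximal effect; plate controls were DMSO wells for no effect and full inhibition by NEM control for full effect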
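Cell-free coupled assay: 10nM USP2 core preincubated 30min RT with compound in Tris-HCl pH 8.0/CaCl2/CHAPS buffer, then 25nM Ub-CHOP2 and 25nM reporter substrate; fluorescence (Ex 485/Em 531) read after 60min RT, normalized to NEM inhibition, concentration-response curves fitted.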
* hit, by the source's call; i = inactive; ? = inconclusive; nt = not tested or not shown; & = joins results of further samples; [ ] = another dose, or the depositor's remark. Unless noted, the call rests on the fitted dose curve; in most records, active means well fitted curve in the direction sought with a large enough effect; inconclusive means small, poorly fitted or top-dose-only effect, or another doubt; inactive means no such curve, though single readings can be large; an effect the other way counts as inactive or inconclusive.

SMILES | KCNH2 WT inh | KCNH2 3.1 block | PKM2 act | Giardia killer | TRPV1 ag | FBPA coupling cs | B2AR arrestin | MLL CXXC-DNA inh | Menin MLL FP TR | GALK inhibitor | USP2a block
Cc1noc(C)c1C(=O)Nc1ccc(Cl)cc1C(F)(F)F | -5.0 | -19.9 | 4.8% | -27.0 | -0.4 | -0.7 | -0.7% | 1.2% | -3.4% | 2.4% | -0.7%
C/C(=N\NC(=S)NCc1ccccc1)c1cccs1 | 0.8 | 29.2 | 0.0% | 4.4 | 23.1 | -1.0 | ? | 6.6% | 17.2% | 3.9% | -1.8%
CC(C)C(=O)N1CCc2cc(-c3csc(N)n3)ccc21 | -12.8 | 21.0 | 8.8% | 5.3 | 5.5 | 1.1 | 0.0% | -2.5% | -1.3% | -0.3% | -1.0%
CCCN(C(=O)CSc1cc(-c2ccccc2)c2ccc(OC)cc2n1)C1CCS(=O)(=O)C1 (stereo not given) | -2.0 | -3.4 | -0.4% | -11.3 | 3.4 | -1.6 | 0.4% | 0.3% | 5.5% | 1.1% | 3.6%
Cc1ccc(C(=O)NCc2ccc3c(c2)OCO3)cc1C | -0.3 | -1.0 | nt | -3.2 | -6.4 | 0.3 | -0.8% | 8.8% | -3.4% | -3.0% | 2.5%
CSC1CCCCC1(O)CSc1nc2ccccc2o1 (stereo not given) | -2.7 | 15.2 | -1.1% | -4.4 | -0.2 | 4.9 | -0.3% | -2.6% | -24.3% | -5.7% | 0.4%
O=C(Nc1ccc([N+](=O)[O-])cn1)c1cccnc1 | 0.2 | -4.3 | -0.2% | 6.5 | -6.5 | 1.9 | -0.2% | 3.7% | 0.7% | 3.1% | 0.6%
O=S(=O)(c1ccc(NCCc2c[nH]c3ccccc23)nc1)N1CCOCC1 | -6.7 | 12.1 | 2.0% | -2.5 | -4.2 | 1.5 | 0.2% | -1.8% | 13.8% | 1.1% | -2.1%
COc1ccc(CNC(=O)CN(C)S(=O)(=O)c2ccc3c(c2)c(=O)n(C)c(=O)n3C)cc1 | -2.1 | -2.3 | nt | -6.2 | -7.5 | 1.7 | 0.1% | -8.5% | -12.1% | 5.9% | 2.1%
Cc1nc2scc(C)n2c(=O)c1S(=O)(=O)N1CCN(c2ccccc2)CC1 | -2.8 | 10.6 | -6.5% | -21.2 | 11.8 | 5.2 | 0.2% | 6.8% | -11.2% | 0.5% | 4.2%
COc1ccccc1CCc1nnc(CCC(=O)N(C)Cc2cccc3cnccc23)o1 | 23.1 | nt | 3.0% | -5.6 | -1.6 | 0.9 | -1.3% | -0.8% | -14.6% | 5.6% | 3.4%
COC(=O)C1=C(C)NC(=O)/C1=C\c1ccco1 | -0.9 | 19.4 | -0.7% | 9.2 | -1.0 | -0.2 | -1.4% | 11.2% | 5.4% | -0.9% | 2.2%
Cc1ccc2cc(CCNC(=O)c3ccc(S(=O)(=O)N4CCCCC4)cc3)c(=O)[nH]c2c1 | i | 0.9 | 3.8% | -10.8 | -0.1 | -5.6 | 0.1% | 6.4% | ? | -1.3% | 2.9%
COc1nc(-c2ccccc2)ccc1-c1noc(C)n1 | 5.4 | -1.9 | 4.1% | 11.2 | ? | 0.8 | nt | -4.1% | 5.7% | 3.2% | nt
COc1ccc(C(CNC(=O)c2oc3ccc(Cl)cc3c2C)N2CCCCC2)cc1 (stereo not given) | 22.4 | -17.2 | nt | 3.4 | -1.3 | 0.7 | -0.2% | 37.3% | -2.1% | -1.7% | 3.3%
CCN(CC)S(=O)(=O)c1cccc(NC(=O)C2CC(=O)N(c3ccc4c(c3)OCCO4)C2)c1 (stereo not given) | -5.0 | -11.7 | nt | -4.3 | 1.4 | nt | 0.5% | nt | nt | nt | -2.2%
O=C(NC(=S)N1CCCC1)c1ccc(Cl)cc1Cl | -9.4 | 5.3 | -10.9% | 10.9 | 0.9 | nt | 2.6% | -18.3% | nt | 8.5% | 0.7%
COc1ccc(S(=O)(=O)NCc2ccncc2)cc1NC(=O)c1ccccc1C | 1.2 | 1.6 | nt | -20.8 | 0.7 | nt | -0.3% | nt | nt | nt | -1.0%
CC(C)COC(=O)CCNc1n[nH]c(=O)[nH]c1=O | 0.0 | -1.4 | 2.6% | -9.3 | 0.6 | 0.7 | 0.1% | -2.5% | -26.5% | -1.9% | -0.5%
COc1ccccc1NC(=O)CSc1nncn1-c1cccnc1 | -11.2 | 0.9 | 10.5% | 4.8 | -3.9 | -0.5 | -0.1% | 2.4% | 5.3% | -2.1% | -0.7%
CCCC(CCC)C(=O)OC1C[C@H]2CC[C@@H](C1)[N+]2(C)C (stereo not given in full) | -18.9 | -0.2 | 0.9% | 2.6 | 2.2 | 4.8 | 0.4% | 7.0%&-26.4% | -11.9%&11.1% | 5.7% | 1.5%
CC(C)(C)c1nnc(NC(=O)CCS(=O)(=O)Cc2ccccc2)s1 | -17.6 | -4.4 | -5.9% | -6.0 | 0.1 | 0.1 | 0.2% | 4.5% | -10.5% | -0.5% | 0.7%
Cc1cc(S(=O)(=O)Nc2ccc(F)cc2)c(C)s1 | -19.5 | 4.5 | 14.8% | 26.8 | 1.3 | -10.7 | 0.1% | 4.3% | -6.0% | 1.0% | -8.0%
O=C(NC(Cc1c[nH]c2ccccc12)C(=O)O)c1ccc(Br)cc1 (stereo not given) | -8.2 | 1.0 | -0.6% | -14.5 | -2.2 | 26.0 | -0.1% | -2.3% | 19.4% | 4.3% | -1.8%
O=C1C(=O)N(Cc2ccco2)C(c2cccc(Cl)c2)/C1=C(\O)c1ccc2c(c1)OCCO2 (stereo not given) | -4.7 | 4.5 | ? | 13.0 | -2.0 | 3.0 | 0.5% | 7.4% | -20.9% | -2.2% | -0.8%
CCCCC(=O)Nc1cc2nn(-c3ccc(OC)cc3)nc2cc1C | -27.5 | -3.9 | -0.2% | -23.5 | 0.0 | 3.1 | -0.8% | 4.6% | 1.4% | 2.2% | 3.9%
O=C(NCCCN1CCOCC1)NC1CCCCC1 | -15.8 | 1.4 | 1.2% | -11.7 | -0.2 | 1.3 | 0.2% | 8.8% | 4.4% | -1.0% | 0.2%
COc1ccc(CN2CCN(CCC(C)C)C(CCO)C2)cc1Cn1cncn1 (stereo not given) | -0.3 | 7.9 | 0.7% | -2.1 | 1.3 | 4.2 | -0.4% | 0.9% | -17.6% | 5.4% | -8.3%
COc1ccc(CCn2c(SCC(=O)Nc3cc(C)on3)nc3ccccc3c2=O)cc1OC | -6.7 | -17.9 | -9.5% | -16.2 | -1.1 | -0.9 | 0.3% | -1.1% | 16.8% | -1.2% | 0.6%
CCc1ccccc1N(C)S(=O)(=O)c1ccc2[nH]cc(C(=O)O)c(=O)c2c1 | -1.9 | -0.9 | 1.0% | 3.0 | 3.5 | 2.4 | 0.0% | -0.7% | ? | -2.8% | 12.7%
CC(C)c1nc(SCC(=O)N2CCCc3ccccc32)c2c(=O)n(C)c(=O)n(C)c2n1 | -1.8 | 1.0 | 0.2% | -11.9 | 15.4 | 1.1 | -0.1% | -14.1% | -5.3% | -4.8% | 2.6%
Cc1csc(NC(=O)CCCc2cccs2)n1 | 2.5 | -0.3 | 0.8% | -6.9 | 26.5 | 0.3 | -0.2% | 5.8% | 9.0% | 0.0% | -2.0%
Nc1nc(SCC(=O)Nc2ccc([N+](=O)[O-])cc2)[nH]c(=O)c1NC(=O)c1ccc(Br)o1 | -16.2 | 3.1 | -1.6% | 17.5 | -4.7 | nt | 0.6% | 25.8% | nt | 1.5% | 0.4%
COc1ccc(S(=O)(=O)NCc2cc(=O)n(C)c(=O)n2C)cc1F | -0.9 | 21.3 | 2.9%[0.46 µM] | 4.3 | -1.0 | 0.0 | 0.1% | 41.5% | 5.3% | -0.2% | 1.7%
O=C(CS(=O)(=O)c1ccc(Cl)cc1)Nc1nnc(-c2cccs2)o1 | 1.7 | -1.7 | nt | -8.0 | 1.0 | nt | 0.0% | -6.0% | nt | -2.6% | 1.4%
COC(=O)c1ccc(S(=O)(=O)N(Cc2ccccc2)Cc2ccccc2)n1C | -17.9 | -1.8 | 13.9% | 5.2 | 4.3 | 5.5 | -0.3% | -8.1% | nt | -4.0% | -2.5%
COc1cc(OC)c(OC)cc1/C=N/NC(=O)CSc1ccccc1F | 1.9 | -2.5 | nt | -11.6 | -1.2 | 0.0 | -0.9% | 15.6% | -10.6% | 10.4% | -1.3%

Some of the compounds tested; rates above refer to the full screens.
